# Screens from PubChem BioAssay.
# TNAP inh pNP = blocks human TNAP p-nitrophenol release | P05186 | purified TNAP, pNPP hydrolysis, absorbance 405 nm | inhibition, % at 20 µM | 21,000 tested, under 10 active;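 further: 0% = DMSO only wells and 100% = 1 mM levamisole wells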
# Target sequence (P05186 whole entry, looked up): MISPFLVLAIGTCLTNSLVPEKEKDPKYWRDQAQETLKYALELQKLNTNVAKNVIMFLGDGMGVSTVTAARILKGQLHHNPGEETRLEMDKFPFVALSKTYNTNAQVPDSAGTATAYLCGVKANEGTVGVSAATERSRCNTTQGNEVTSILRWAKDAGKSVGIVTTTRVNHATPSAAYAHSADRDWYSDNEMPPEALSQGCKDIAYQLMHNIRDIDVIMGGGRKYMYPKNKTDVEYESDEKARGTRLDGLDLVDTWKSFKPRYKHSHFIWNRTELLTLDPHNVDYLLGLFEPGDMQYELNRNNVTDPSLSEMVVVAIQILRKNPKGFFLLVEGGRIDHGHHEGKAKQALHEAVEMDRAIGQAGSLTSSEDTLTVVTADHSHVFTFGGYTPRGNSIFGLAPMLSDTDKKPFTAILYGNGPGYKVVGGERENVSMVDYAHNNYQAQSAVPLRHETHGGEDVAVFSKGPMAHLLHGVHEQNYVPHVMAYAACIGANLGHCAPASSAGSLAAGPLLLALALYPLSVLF
# TNAP Pi inh = human TNAP inhibition, phosphate detection | purified TNAP, pNPP, malachite green phosphate absorbance | inhibition, % at 20 µM | 21,000 tested, under 10 active | AID 614
# Starred values were filed as active, the others as inactive.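 How the source made its calls: active means inhibition above 50% at the 20 µM single-dose screen; inactive means the rest.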
# Values run as follows: TNAP inh pNP	TNAP Pi inh
- CC(C)Oc1ccc(C(=O)N2CCCC2C(=O)O)cc1 (centres undefined)
    3	-17
- Cc1cc(C)n(S(=O)(=O)/C=C/c2ccccc2)n1
    2	6
- CCn1c(COc2ccccc2C)nnc1SCC(=O)NCc1ccccc1
    5	8
- Cc1ccc(C)c2[nH]c(=O)c(CN(CCN3CCCC3)C(=O)Nc3ccc(F)cc3)cc12
    5	11
- Cc1noc(C)c1CSCC(=O)N1CCN(c2ccc(F)cc2)CC1
    -2	6
- NS(=O)(=O)c1ccc(NC(=O)CSc2nnc(-c3cnccn3)n2-c2ccccc2)cc1
    0	3
- COc1ccc(CNC(=O)C(C)OC(=O)c2cccn2C)cc1 (centres undefined)
    6	11
- CC(C(=O)N=c1sc2ccccc2n1C)N1C(=O)C2CC=CCC2C1=O (centres undefined)
    -3	1
- COc1cccc(N2CCN(c3ncnc4c3[nH]c3ccc(F)cc34)CC2C)c1 (centres undefined)
    1	6
- COc1ccc(S(=O)(=O)N2C3CCC2CC(NC(=O)C2CC2)C3)cc1 (centres undefined)
    5	14
- Cc1ccc(C(=O)CSc2nnc(CNc3nc(-c4ccccc4)cs3)n2C)cc1
    3	6
- Cc1ccc2nc3c(cc(C#N)c(=N)n3CC3CCCO3)c(=O)n2c1 (centres undefined)
    7	4
- O=C(O)c1ccc(Cl)c(S(=O)(=O)N2CCCCCC2)c1
    3	0
- CCOC(=O)c1cnc(N2CCOCC2)[nH]c1=O
    2	10
- COc1ccc(Cn2nnnc2C(C(C)C)N2CCN(c3ccccc3OC)CC2)cc1 (centres undefined)
    3	13

# Values run as follows: TNAP inh pNP	TNAP Pi inh
- Cc1cc(N)c(-n2cc3c(=O)n(C)c(=O)n(C)c3c2)cc1C
    2	6
- C=C(C)Cn1c(=O)c2c(nc3n2CCN3c2cccc(Cl)c2C)n(C)c1=O
    6	2
- CN(CCNC(=O)c1ccc(/C=N/O)nc1)Cc1ccccc1
    2	6
- CCc1c(O)nc(SCC(=O)Nc2ccc(C)cc2)n(C2CCCCC2)c1=O
    8	-3
- Brc1c(CSc2nncn2-c2ccccc2)nc2ncccn12
    -3	4
- CCN(CC)CCOC(=O)c1cccc(Cl)c1
    0	6
- COC(=O)c1c(C)[nH]c(C(=O)OCc2ccc(F)cc2)c1C
    9	15
- CCCc1nnc(SCC(=O)Nc2ccc(OCC)cc2)n1N
    3	9
- COc1cccc(-c2nnc3sc(-c4ccco4)nn23)c1
    -7	-8
- CCCc1cc(=O)[nH]c(SCC(=O)NC(=O)c2ccccc2)n1
    -6	-1
- COc1ccc(N(CC(O)Cn2nnc3ccccc32)S(=O)(=O)c2ccc(C)cc2)cc1 (centres undefined)
    3	10
- CC(=O)c1c(N2CCOCC2)nc(=S)n(-c2cc(C)ccc2C)c1C
    5	19
- COC(=O)C(NC(C)=O)(Nc1ccccc1)C(=O)OC
    -2	-1
- CCOC(=O)C1=C(C)NC(=O)C(C#N)C1c1ccncc1 (centres undefined)
    1	3
- COCCNC(=O)Cn1nc(C(F)(F)F)c(Cl)c1C
    1	-20

# Whole records from above:
# Entry for COc1ccc(N(CC(O)Cn2nnc3ccccc32)S(=O)(=O)c2ccc(C)cc2)cc1 (centres undefined) = TNAP inh pNP = 3; TNAP Pi inh = 10
# Entry for CCN(CC)CCOC(=O)c1cccc(Cl)c1 = TNAP inh pNP = 0; TNAP Pi inh = 6

# Continued:
# Values run as follows: TNAP inh pNP	TNAP Pi inh
- Cc1c(-c2ccccc2)sc(N)c1C(=O)N1CCOCC1
    -6	3
- CCCCC(CC)Cn1c(N)c(C#N)c2nc3ccccc3nc21 (centres undefined)
    4	20
- O=c1cc(-c2ccccc2)nc(N2CCN(Cc3ccc4c(c3)OCO4)CC2)[nH]1
    0	0
- Cc1nc(C)c(C(=O)C2=C(O)C(=O)N(CCCn3ccnc3)C2c2ccc(Cl)cc2)s1 (centres undefined)
    7	11
- CCC(=O)N1CCN(c2ccccc2NC(=O)COc2cccc(C)c2)CC1
    1	15
- Cc1cc(C)n(CC(O)COCc2ccccc2)n1 (centres undefined)
    6	1
- c1ccc(N2CCN(c3ncnc4sc5c(c34)CCC5)CC2)cc1
    5	9
- Cc1nc(N2CCCC2)c2nnn(Cc3ccccc3Cl)c2n1
    -7	-4
- CCOC(=O)c1sc2nc(-c3ccco3)c3c(c2c1N)CC(C)(C)OC3
    1	7
- CC(=O)Nc1cc(OC(C)=O)c2nonc2c1OC(C)=O
    0	-13
- CCOC(=O)C1=C(C)Nc2ncnn2C1/C=C/c1ccccc1 (centres undefined)
    0	0
- c1ccc(-c2ccc(-n3ccnc3)cc2)cc1
    3	6
- O=C1NC(c2ccc3c(c2)OCO3)Oc2ccccc21 (centres undefined)
    -9	-1
- O=C(Nc1ccc2oc(-c3cccnc3)nc2c1)c1cc2ccccc2o1
    -1	4
- Cc1ccc(S(=O)(=O)Cc2cn3cccnc3n2)cc1
    2	4

# Values run as follows: TNAP inh pNP	TNAP Pi inh
- Cc1nc(SCC(N)=O)[nH]c(=O)c1Cc1ccc(OC(C)C)cc1
    0	5
- N#CC1=C(N)N(c2ccccc2Sc2ccccc2)C(=O)C1
    4	9
- COc1ccc(-c2ncncc2-c2csc(C)n2)c(O)c1
    0	6
- Cc1cc(C(=O)N2CCN(C(=O)C3CCCO3)CC2)no1 (centres undefined)
    8	-14
- Cc1ccc(C(=O)NCc2ccc3c(c2)OCO3)cc1S(=O)(=O)N1CCOCC1
    0	0
- Clc1ccc(OCCCc2nc(-c3cccnc3)no2)c(Cl)c1
    4	8
- C=CCSc1nsc(N)n1
    -12	-5
- CC(C)(C)NC(=O)CSc1nsc(SCC(=O)NC(C)(C)C)c1C#N
    2	9
- Cc1ccccc1OCC(=O)OC(C)CN1CCN(C)CC1 (centres undefined)
    0	0
- c1ccc(Cn2nnnc2C(c2cccs2)N2CCc3ccccc3C2)cc1 (centres undefined)
    3	13
- O=C(O)CCCC(=O)NCc1ccccn1
    -5	3
- CCOC(=O)C1CCN(S(=O)(=O)Cc2ccccc2)CC1
    0	3
- O=C(Nc1ccc(O)cc1)c1ccc(C(=O)c2ccccc2)o1
    -1	6
- COc1ccc2[nH]c(O)c(NC(C)=O)c2c1
    8	10
- CCC1(CC)C(=O)NC(=O)NC1=NCCc1ccc(O)cc1
    -1	-2

# Already shown: entries from further up.
# Values run as follows: TNAP inh pNP	TNAP Pi inh
- CCOC(=O)C1CCN(S(=O)(=O)Cc2ccccc2)CC1
    0	3
- O=C(Nc1ccc(O)cc1)c1ccc(C(=O)c2ccccc2)o1
    -1	6
- COc1ccc2[nH]c(O)c(NC(C)=O)c2c1
    8	10
- CCC1(CC)C(=O)NC(=O)NC1=NCCc1ccc(O)cc1
    -1	-2

# (more compounds)
# Values run as follows: TNAP inh pNP	TNAP Pi inh
- CCOC(=O)/C(C#N)=C1/SC(CCO)C(=O)N1c1ccccc1 (centres undefined)
    5	-19
- COc1cc(NC(=O)C2CCCCN2)ccc1OCC(C)C (centres undefined)
    3	10
- Cc1ccc(-c2nnn(CC(=O)N3CCN(c4ccccc4)CC3)n2)o1
    2	7
- O=C(Nc1ccc(CN2CCOCC2)cc1)c1cccc(F)c1
    3	11
- CC(=O)Nc1c(C(=O)N2CCN(c3ncccn3)CC2)cnn1-c1ccccc1Cl
    4	1
- CCCc1cc(NCCN2CCOCC2)n2c(nc3ccccc32)c1C#N
    -1	3
- O=c1cc(O)n(-c2ccccc2F)c(=S)[nH]1
    5	11
- O=S(=O)(NCc1ccccn1)c1ccc(Br)s1
    4	-2
- O=C(NCc1ccc(N2CCCC2=O)cc1)c1cn(Cc2ccccc2)nn1
    -5	0
- Nn1c(SCC(=O)Nc2cccc(F)c2)nnc1C1CCCCC1
    4	10
- CC12CN3CC(C)(CN(C1)C3c1ccc(Cl)cc1Cl)C2O (centres undefined)
    -6	-11
- CC(C)(C)NS(=O)(=O)c1ccc(NS(=O)(=O)c2ccc(F)cc2)cc1
    0	4
- Cc1cccn2c(=O)c3cc(C#N)c(=O)n(Cc4cccnc4)c3nc12
    -8	10
- CCCCC(C(=O)O)C(C)CC(=O)Nc1cccc(C(=O)O)c1 (centres undefined)
    -3	-2
- O=C(CSc1nnc(CNc2ccc(Cl)cc2)o1)Nc1nc2ccccc2s1
    1	7

# Values run as follows: TNAP inh pNP	TNAP Pi inh
- O=C(Nc1ccccc1N1CCOCC1)c1ccc(Br)o1
    5	2
- C=CCSC1=N/C(=C\C=C\c2ccco2)C(=O)S1
    -3	6
- CCCC(=O)Nc1ccc(NC(=O)CCc2ccccc2)cn1
    2	-7
- CCOCCn1c(SC)nc2c1c(=O)[nH]c(=O)n2C
    9	-2
- CCCCCCn1c(NCC)nc2c1c(=O)[nH]c(=O)n2C
    0	0
- CC1(C)NC(=O)N(CC(O)COc2ccc(-c3ccc(C#N)cc3)cc2)C1=O (centres undefined)
    2	-20
- C=CCn1c(SCC(=O)Nc2sccc2C(N)=O)nc2sc(C)c(C)c2c1=O
    0	15
- CCOc1cccc(C(=O)Nc2cccnc2)c1
    -8	-4
- CC1=C(C)SC(=C(C#N)c2nnc(N3CCOCC3)n2-c2ccccc2)S1
    0	10
- Cc1cnc(C(=O)OCC(=O)NC(=O)NC(C)C)cn1
    7	11
- CCCCn1c(CN2CCN(C(=O)OCC)CC2)nc2c1c(=O)n(C)c(=O)n2C
    4	7
- COc1ccc2[nH]c(=O)c(CN(Cc3nnnn3Cc3ccc(F)cc3)CC3CCCO3)cc2c1 (centres undefined)
    -6	6
- CCOc1ccc(-c2nnc(-c3ccncc3)o2)cc1
    -6	-4
- CCOc1ccc(C(=O)C2CCN(C(=O)c3ccccc3C(=O)O)CC2)cc1
    1	6
- Cc1ccc(NC(=O)C2CC(=O)NC(Nc3cccc(C)c3)=N2)cc1 (centres undefined)
    0	4

# Values run as follows: TNAP inh pNP	TNAP Pi inh
- COc1cc(OC)cc(OCC(O)Cn2ccnc2)c1 (centres undefined)
    2	14
- O=C(CN1CCc2ccccc2C1)N1CCN(S(=O)(=O)c2ccccc2)CC1
    6	11
- O=C(NCCc1nc2ccccc2[nH]1)c1ccco1
    7	11
- CCOc1ccc(C2C(C(=O)c3ccc(C)o3)=C(O)C(=O)N2CCN2CCOCC2)cc1OC (centres undefined)
    -6	-2
- COCc1nnc(N)s1
    0	6
- COc1ccccc1C1NC(=O)CS1 (centres undefined)
    2	5
- CC12CCC(C(=O)NCCCN3CCOCC3)(OC1=O)C2(C)C (centres undefined)
    4	8
- O=C(CSc1nnc(Cn2nnc3ccccc32)o1)N(Cc1ccc(F)cc1)c1ccccc1
    2	-12
- Nc1nncn1C(=O)CCCOc1ccc(Cl)cc1Cl
    0	1
- COc1cc(-c2ccc(NC(=O)CN3CCCCC3)c(OC)c2)ccc1NC(=O)CN1CCCCC1
    0	8
- COC(=O)C1(CO)NC(c2cccs2)C2C(=O)N(c3ccccc3)C(=O)C21 (centres undefined)
    4	-11
- COC(=O)c1ccc2c(c1)S(=O)(=O)NC(=NCCCN1CCOCC1)S2
    4	7
- COC(=O)c1ccc(C(=O)Nc2ccc(N)cc2N)cc1
    8	1
- COC(=O)c1cc(=O)n2c(-c3ccccc3)csc2n1
    -2	14
- Cc1ccc(S(=O)(=O)N(C)CCCC(=O)N2CCOCC2)cc1
    4	14

# Values run as follows: TNAP inh pNP	TNAP Pi inh
- COc1ccc(CCNC(=O)c2cc(-c3ccccc3O)n[nH]2)cc1OC
    4	9
- O=C(NCC1CCCO1)C(C(=O)c1ccccc1)n1ccccc1=O (centres undefined)
    5	13
- CC(=O)c1c(C)[nH]c(C(=O)NCc2ccccc2Cl)c1C
    0	0
- CC(=O)N(Cc1cc(=O)[nH]c2ccccc12)c1cccc(C)c1
    2	10
- O=C(O)c1cc(-c2ccccc2)nc2ccccc12
    3	-8
- CN(C(=O)C1CCN(S(=O)(=O)c2cccs2)CC1)C1CCCCC1
    1	-13
- CC(C(=O)O)n1nc2ccccc2n1 (centres undefined)
    2	6
- CC(C)Cc1[nH]c(=O)c(C#N)c2c1COC(C)(C)C2
    0	0
- O=C(OCC(=O)c1ccco1)c1ccc2ncsc2c1
    -1	5
- O=C(Cc1cccs1)Nc1ccccn1
    2	6
- CC1(C)Cc2c(c(N3CCOCC3)nc3snc(Br)c23)CO1
    -9	-14
- O=C(O)C1C2CCC(C2)C1C(=O)Nc1nc2ccccc2s1 (centres undefined)
    0	0
- COc1cc(CNC2CCC(C)C2)cc(OC)c1 (centres undefined)
    6	1
- O=c1oc2c(CN3CCOCC3)c(O)ccc2c2c1CCCC2
    -5	9
- CC(C)c1c(O)nc(SCCC(=O)O)[nH]c1=O
    8	9

# Values run as follows: TNAP inh pNP	TNAP Pi inh
- COc1ccc2nc(SCC(=O)O)nc(C)c2c1
    3	9
- c1ccc(C2=Nn3c(nnc3-c3ccccn3)SC2)cc1
    4	12
- COCC(C)NCc1ccc(C)cc1C (centres undefined)
    2	-8
- COCCNC(=O)C(c1ccc(C)o1)N(C(=O)c1snc(C(N)=O)c1N)c1cc(C)cc(C)c1 (centres undefined)
    -7	-3
- COC(=O)Cc1c(C)c2ccc(OCC(=O)NCc3ccc4c(c3)OCO4)cc2oc1=O
    0	0
- Cc1csc(SCC(=O)Nc2ccc(S(=O)(=O)N3CCCC3)cc2)n1
    7	20
- Fc1ccccc1/C=N/n1cnnc1
    0	0
- CN(C)c1ccc(C(=O)OCC(=O)Nc2ccc(S(N)(=O)=O)cc2)cc1
    5	-16
- CC(=O)c1ccc(OC(C)C)c(CN2CCCCC2)c1
    6	9
- CC1(C)CC(=O)C(CCCN2C(=O)c3ccccc3C2=O)C(=O)C1
    -2	-29
- CCCc1nnc(NC(=O)CCC(=O)N2CCCCCC2)s1
    -3	10
- O=C(O)COc1ccc2c(-c3ccccc3)cc(=O)oc2c1
    8	17
- COc1ccc2oc(C(=O)C3CC3)c(N)c2c1
    1	7
- N#Cc1nc(-c2ccco2)oc1N1CCOCC1
    6	-18
- CCOC(=O)CC1=CC(=O)Nc2ccccc2N1
    0	2

# These rows are one share of the data (hit frequency here may not be typical).
